Compound activity: PubChem, Broad Institute
TcdB inh: TcdB glycohydrolase inhibitors, primary screen, biochemical, single point, plate reader; 0.24% of 350,000 active; inhibition, % at 9.99 µM; Toxin B (Clostridioides difficile), P18177; TcdB glycohydrolase enzymatic assay; in the data active = inhibition above about 10%
Target sequence (P18177 whole entry, looked up): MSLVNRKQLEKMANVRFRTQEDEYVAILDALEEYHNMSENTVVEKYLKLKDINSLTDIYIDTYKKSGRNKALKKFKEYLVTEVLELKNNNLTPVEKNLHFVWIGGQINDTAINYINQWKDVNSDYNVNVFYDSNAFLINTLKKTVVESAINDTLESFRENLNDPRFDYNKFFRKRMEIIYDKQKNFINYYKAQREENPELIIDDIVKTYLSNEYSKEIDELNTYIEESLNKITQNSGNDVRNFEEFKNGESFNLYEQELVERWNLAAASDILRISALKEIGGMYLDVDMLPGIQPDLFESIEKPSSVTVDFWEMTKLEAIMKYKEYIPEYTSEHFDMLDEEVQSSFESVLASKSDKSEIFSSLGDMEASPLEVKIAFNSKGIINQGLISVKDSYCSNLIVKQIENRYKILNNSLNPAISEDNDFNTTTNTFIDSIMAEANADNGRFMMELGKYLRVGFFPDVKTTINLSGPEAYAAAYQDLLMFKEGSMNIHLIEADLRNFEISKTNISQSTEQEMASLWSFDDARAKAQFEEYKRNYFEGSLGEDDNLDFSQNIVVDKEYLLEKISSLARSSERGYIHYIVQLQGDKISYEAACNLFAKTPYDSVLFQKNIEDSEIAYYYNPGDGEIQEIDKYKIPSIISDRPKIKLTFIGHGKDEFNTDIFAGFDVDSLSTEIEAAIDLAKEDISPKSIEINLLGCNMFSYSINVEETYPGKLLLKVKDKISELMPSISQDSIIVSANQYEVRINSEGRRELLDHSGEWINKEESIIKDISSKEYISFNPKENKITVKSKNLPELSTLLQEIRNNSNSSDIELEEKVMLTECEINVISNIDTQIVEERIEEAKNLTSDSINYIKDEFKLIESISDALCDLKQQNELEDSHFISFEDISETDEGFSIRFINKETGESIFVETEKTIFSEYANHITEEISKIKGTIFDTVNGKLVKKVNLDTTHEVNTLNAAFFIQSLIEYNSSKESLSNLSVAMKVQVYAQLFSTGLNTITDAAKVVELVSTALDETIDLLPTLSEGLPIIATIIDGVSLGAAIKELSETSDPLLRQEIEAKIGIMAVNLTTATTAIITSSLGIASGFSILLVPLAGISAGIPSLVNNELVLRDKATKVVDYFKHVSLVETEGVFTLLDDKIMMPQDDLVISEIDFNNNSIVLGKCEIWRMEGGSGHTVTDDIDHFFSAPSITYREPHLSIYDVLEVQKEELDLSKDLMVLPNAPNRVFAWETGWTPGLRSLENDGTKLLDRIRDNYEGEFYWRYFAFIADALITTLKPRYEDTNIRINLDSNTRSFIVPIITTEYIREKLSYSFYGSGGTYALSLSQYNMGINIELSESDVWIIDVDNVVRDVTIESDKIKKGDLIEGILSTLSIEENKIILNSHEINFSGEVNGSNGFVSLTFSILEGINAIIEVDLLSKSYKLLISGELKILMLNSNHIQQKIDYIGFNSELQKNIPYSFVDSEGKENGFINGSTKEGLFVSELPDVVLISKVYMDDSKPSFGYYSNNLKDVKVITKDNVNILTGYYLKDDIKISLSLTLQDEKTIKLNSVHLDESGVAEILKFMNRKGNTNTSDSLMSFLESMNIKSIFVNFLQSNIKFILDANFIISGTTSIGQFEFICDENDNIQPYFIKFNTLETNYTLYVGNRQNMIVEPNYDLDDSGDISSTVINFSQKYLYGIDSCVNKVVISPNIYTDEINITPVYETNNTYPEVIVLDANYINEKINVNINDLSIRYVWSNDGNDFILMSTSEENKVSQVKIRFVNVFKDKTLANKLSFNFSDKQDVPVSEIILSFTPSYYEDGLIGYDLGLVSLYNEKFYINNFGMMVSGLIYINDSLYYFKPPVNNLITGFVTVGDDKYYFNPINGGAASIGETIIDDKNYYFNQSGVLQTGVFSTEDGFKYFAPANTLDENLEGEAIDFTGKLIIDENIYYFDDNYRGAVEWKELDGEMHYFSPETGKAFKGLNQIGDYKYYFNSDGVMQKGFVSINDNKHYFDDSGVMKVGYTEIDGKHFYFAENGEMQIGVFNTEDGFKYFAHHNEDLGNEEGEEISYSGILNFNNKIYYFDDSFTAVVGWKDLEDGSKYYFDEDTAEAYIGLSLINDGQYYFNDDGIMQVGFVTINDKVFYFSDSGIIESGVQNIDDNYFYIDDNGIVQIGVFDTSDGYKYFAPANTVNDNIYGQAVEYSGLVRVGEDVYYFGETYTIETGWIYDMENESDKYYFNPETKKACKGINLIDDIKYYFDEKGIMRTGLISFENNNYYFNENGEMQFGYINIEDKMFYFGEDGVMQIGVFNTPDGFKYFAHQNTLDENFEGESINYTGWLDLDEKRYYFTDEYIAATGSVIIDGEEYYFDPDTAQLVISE
Starred values were filed as active, the others as inactive; & = joins results of further samples. An excerpt, so the mix of outcomes need not match the whole.

SMILES	TcdB inh
CN1c2ccc(-c3ccccc3F)cc2[C@H]2[C@H](CCN2S(=O)(=O)c2ccccc2)[C@H]1CO	0.2
C[C@H](NC(=O)C[C@H]1C=C[C@H](NC(=O)C2CCC2)[C@@H](CO)O1)c1ccccc1	-7.9
C[C@@H]1CCCCO[C@@H](CN(C)Cc2ccc3c(c2)OCO3)[C@@H](C)CN([C@H](C)CO)C(=O)c2cc(NS(C)(=O)=O)ccc2O1	-0.1
CC(C)CC#Cc1ccc2c(c1)O[C@H](CN(C)S(=O)(=O)c1cccc(F)c1)[C@H](C)CN([C@H](C)CO)S2(=O)=O	0.0
C[C@@H]1CN([C@@H](C)CO)C(=O)c2c(c3ccccc3n2C)-c2ccccc2CO[C@@H]1CN(C)Cc1cccc2c1OCCCO2	1.0
C[C@@H](NC(=O)C[C@H]1CC[C@H](NS(=O)(=O)c2cccc(F)c2)[C@@H](CO)O1)c1ccccc1	-1.5
CO[C@@H](CN(C)S(=O)(=O)c1ccc(F)cc1)[C@H](C)CN(C(=O)Nc1ccccc1F)[C@@H](C)CO	-4.5
CO[C@H]1CN(C)C(=O)c2ccc(NS(=O)(=O)c3cn(C)cn3)cc2OC[C@H](C)N(C)C[C@@H]1C	1.0
O=C(c1ccccc1F)N1CC(=O)N2[C@H](C1)[C@@H](c1ccc(-c3ccc(F)cc3)cc1)[C@@H]2CO	-0.7
C[C@@H](NC(=O)C[C@@H]1CC[C@@H]2[C@H](COc3ccc(NC(=O)C4CCOCC4)cc3C(=O)N2C)O1)c1ccccc1	0.6
CNC(=O)C[C@@H]1CC[C@@H]2[C@@H](COc3ccc(NC(=O)c4cc(F)cc(F)c4)cc3C(=O)N2C)O1	-0.6
C[C@H](CO)N1C[C@H](C)[C@@H](CN(C)S(=O)(=O)c2cccs2)OCCCC[C@H](C)Oc2ccc(N(C)C)cc2C1=O	-13.0
COc1ccccc1-c1ccc([C@H]2[C@H](CO)N3CCCCN(C(=O)NC4CCCC4)C[C@@H]23)cc1	1.1
CCC(=O)N1CC2(C1)[C@@H](c1ccc(-c3ccccc3C)cc1)[C@@H](CO)N2C(C)=O	0.7
COc1ccc(CN(C)C[C@H]2Oc3ccc(NS(=O)(=O)c4c(C)noc4C)cc3CC(=O)N([C@H](C)CO)C[C@H]2C)cc1	-0.9
C[C@@H]1CCCCO[C@@H](CN(C)S(=O)(=O)c2ccccc2)[C@H](C)CN([C@H](C)CO)C(=O)c2cc(NC(=O)C3CCCCC3)ccc2O1	-1.4
CO[C@@H]1CN(C)C(=O)c2ccc(NC(C)=O)cc2OC[C@H](C)N(Cc2cncnc2)C[C@H]1C	0.1
COc1ccc(CNC(=O)C[C@@H]2C=C[C@@H](NC(=O)c3ccc4c(c3)OCO4)[C@H](CO)O2)cc1	-0.2
C[C@@H]1CN([C@@H](C)CO)C(=O)c2cc(NS(=O)(=O)c3ccccc3)ccc2O[C@@H](C)CCCCO[C@@H]1CN(C)Cc1ccc(C(F)(F)F)cc1	-0.2
O=C(Nc1ccc2c(c1)[C@@H]1C[C@H](CC(=O)N3CCCCC3)O[C@@H](CO)[C@@H]1O2)NC1CCCCC1	0.6

Of the compounds above, these have an aryl methoxy group.
SMILES	TcdB inh
COc1ccccc1-c1ccc([C@H]2[C@H](CO)N3CCCCN(C(=O)NC4CCCC4)C[C@@H]23)cc1	1.1
COc1ccc(CN(C)C[C@H]2Oc3ccc(NS(=O)(=O)c4c(C)noc4C)cc3CC(=O)N([C@H](C)CO)C[C@H]2C)cc1	-0.9
COc1ccc(CNC(=O)C[C@@H]2C=C[C@@H](NC(=O)c3ccc4c(c3)OCO4)[C@H](CO)O2)cc1	-0.2

Quoted at random: five entries already listed, in no set order.
SMILES	TcdB inh
CNC(=O)C[C@@H]1CC[C@@H]2[C@@H](COc3ccc(NC(=O)c4cc(F)cc(F)c4)cc3C(=O)N2C)O1	-0.6
CCC(=O)N1CC2(C1)[C@@H](c1ccc(-c3ccccc3C)cc1)[C@@H](CO)N2C(C)=O	0.7
C[C@@H]1CCCCO[C@@H](CN(C)S(=O)(=O)c2ccccc2)[C@H](C)CN([C@H](C)CO)C(=O)c2cc(NC(=O)C3CCCCC3)ccc2O1	-1.4
C[C@@H]1CN([C@@H](C)CO)C(=O)c2cc(NS(=O)(=O)c3ccccc3)ccc2O[C@@H](C)CCCCO[C@@H]1CN(C)Cc1ccc(C(F)(F)F)cc1	-0.2
COc1ccc(CN(C)C[C@H]2Oc3ccc(NS(=O)(=O)c4c(C)noc4C)cc3CC(=O)N([C@H](C)CO)C[C@H]2C)cc1	-0.9

Going on with the list:
SMILES	TcdB inh
Cc1noc(C)c1NC(=O)Nc1ccc2c(c1)C(=O)N([C@@H](C)CO)C[C@@H](C)[C@@H](CN(C)C(=O)c1ccccc1)OCCCC[C@@H](C)O2	-0.1
COc1ccc(C#Cc2ccc3c(c2)O[C@H](CN(C)C(C)=O)[C@@H](C)CN([C@H](C)CO)S3(=O)=O)cc1	0.0
C[C@@H]1CN([C@@H](C)CO)C(=O)c2cc(NS(=O)(=O)c3ccc(F)cc3)ccc2O[C@@H]1CN(C)Cc1ccc(Oc2ccccc2)cc1	0.3
COc1cccc(-c2ccc3c(c2)O[C@@H](CN(C)CC2CC2)[C@@H](C)CN([C@@H](C)CO)S3(=O)=O)c1	-0.7
C/C=C/c1cnc2c(c1)C(=O)N([C@@H](C)CO)C[C@H](C)[C@H](CN(C)C(=O)Cc1ccccn1)O2	-0.1
CC(C)C#Cc1ccc2c(c1)O[C@H](CN(C)Cc1ccccc1)[C@@H](C)CN([C@H](C)CO)S2(=O)=O	1.4
O=C(Cc1ccncc1)N1C[C@@H]2N[C@H](C1)C2c1ccc(-c2ccncc2)cc1 (stereo partly specified)	1.2&-0.3
C[C@@H]1CN([C@@H](C)CO)C(=O)Cc2cc(NS(=O)(=O)c3cn(C)cn3)ccc2O[C@H]1CN(C)S(=O)(=O)c1ccc(Cl)cc1	-3.1
O=C(c1cccnc1)N1C[C@H]2[C@@H](c3ccccc31)[C@H](CO)N2CC1CCCCC1	-4.5
C[C@@H]1CN([C@@H](C)CO)C(=O)c2cc(-c3ccc(C#N)cc3)cnc2O[C@@H]1CN(C)C(=O)Nc1ccc(C(F)(F)F)cc1	0.6
CO[C@@H]1CN(C)C(=O)c2ccc(NC(=O)Cc3ccccc3)cc2OC[C@H](C)N(C)C[C@@H]1C	0.0
CC(=O)N(C)C[C@@H]1Oc2ncc(C#C[C@H](C)O)cc2C(=O)N([C@H](C)CO)C[C@@H]1C	-0.3
CC(=O)N[C@H]1CC[C@@H](CCNC(=O)C2CCC2)O[C@H]1CO	-0.9
COc1ccccc1-c1ccc([C@@H]2[C@H](C#N)N(C(=O)C3CC3)[C@H]2CO)cc1	0.2
C[C@H](CO)N1C[C@H](C)[C@H](CN(C)C(=O)c2cccc(F)c2)Oc2ncc(-c3cccnc3)cc2C1=O	0.0
Cc1noc(C)c1S(=O)(=O)Nc1ccc2c(c1)C(=O)N([C@@H](C)CO)C[C@@H](C)[C@H](CN(C)S(=O)(=O)c1cn(C)cn1)OCCCC[C@H](C)O2	0.8
CC(C)[C@@H](C)NC(=O)N(C)C[C@H]1OCc2ccccc2-c2c(n(C)c3ccccc23)C(=O)N([C@H](C)CO)C[C@@H]1C	1.1
COc1ccc(S(=O)(=O)Nc2ccc3c(c2)CC(=O)N([C@@H](C)CO)C[C@@H](C)[C@@H](CN(C)C(=O)Nc2ccc(C(F)(F)F)cc2)O3)cc1	-1.2
O=C(Cc1cccnc1)N1CC(=O)N2[C@H](CO)[C@@H](c3ccc(C4=CCCC4)cc3)[C@H]2C1	-2.1
O=C(c1cnccn1)N1CC(=O)N2[C@H](CO)[C@H](c3ccc(-c4ccc(F)cc4)cc3)[C@H]2C1	0.1
C[C@@H]1CN([C@@H](C)CO)C(=O)c2cc(NC(=O)NC3CCCCC3)ccc2O[C@@H](C)CCCCO[C@H]1CN(C)S(=O)(=O)c1cn(C)cn1	-1.0
CNC[C@@H]1Oc2cc(C#CC(C)(C)O)ccc2S(=O)(=O)N([C@@H](C)CO)C[C@H]1C	0.4
N#Cc1cccc(-c2ccc([C@@H]3[C@@H]4CN(S(=O)(=O)c5ccc(-c6ccccc6)cc5)C[C@H]3N4)cc2)c1	-0.9
CCCN(C)C[C@@H]1OCCCC[C@H](C)Oc2ccc(NC(=O)Nc3ccc(C(F)(F)F)cc3)cc2C(=O)N([C@@H](C)CO)C[C@@H]1C	-0.7
C[C@H](O)C#Cc1cnc2c(c1)C(=O)N([C@@H](C)CO)C[C@@H](C)[C@H](CN(C)C(=O)c1ccccc1F)O2	0.8
C[C@@H]1CN([C@H](C)CO)C(=O)Cc2cc(NC(=O)C3CCCCC3)ccc2O[C@H]1CN(C)Cc1ccc(C(F)(F)F)cc1	0.2
O=C(Nc1ccccc1F)N[C@H]1CC[C@H](CCNS(=O)(=O)c2ccccc2)O[C@@H]1CO	-0.2
Cc1noc(C)c1S(=O)(=O)Nc1ccc2c(c1)C(=O)N([C@H](C)CO)C[C@H](C)[C@@H](CN(C)C)O2	-0.2
COc1ccccc1-c1ccc2c(c1)O[C@@H](CN(C)C)[C@@H](C)CN([C@H](C)CO)S2(=O)=O	-1.0
CCCC#Cc1ccc([C@@H]2[C@@H](CO)N3C(=O)CN(C(=O)c4ccccn4)C[C@@H]23)cc1	0.4
CO[C@H]1CN(C)C(=O)c2cc(NS(=O)(=O)c3ccccc3)ccc2OC[C@@H](C)N(Cc2ccccn2)C[C@H]1C	0.2
COc1ccc(S(=O)(=O)N(C)C[C@H]2OCCCC[C@H](C)Oc3ccc(NC(=O)CCC(F)(F)F)cc3C(=O)N([C@H](C)CO)C[C@H]2C)cc1	0.7
Cc1ccc(S(=O)(=O)N(C)C[C@@H]2Oc3c(NS(=O)(=O)c4cccs4)cccc3C(=O)N([C@@H](C)CO)C[C@H]2C)cc1	-0.3
COCCOC(=O)N1C(=O)[C@@]2(c3cc(C#CCC(C(=O)OC)C(=O)OC)ccc31)[C@H](C(=O)Nc1nc3ccccc3s1)[C@H]1C(=O)O[C@H](c3ccccc3)[C@H](c3ccccc3)N1[C@@H]2c1ccccc1OCCO	0.4
COc1ccc(S(=O)(=O)Nc2ccc3c(c2)C(=O)N([C@@H](C)CO)C[C@H](C)[C@H](CN(C)S(=O)(=O)c2cn(C)cn2)OCCCC[C@@H](C)O3)cc1	0.6
CC(C)NC(=O)Nc1ccc2c(c1)C(=O)N([C@H](C)CO)C[C@H](C)[C@@H](CN(C)C(=O)Nc1ccc(F)cc1)OCCCC[C@@H](C)O2	0.0
COc1ccccc1NC(=O)N1CCCCN2[C@@H](CO)[C@@H](c3ccc(-c4cccc(C#N)c4)cc3)[C@@H]2C1	0.3
C[C@H](O)C#Cc1cnc2c(c1)C(=O)N([C@H](C)CO)C[C@@H](C)[C@@H](CN(C)Cc1ccccn1)O2	-0.6
O=C(Nc1ccc(F)cc1)N1C[C@@H]2[C@H](c3ccccc31)[C@@H](CO)N2C(=O)Cc1cccnc1	-1.1
COCc1cn(CC[C@H]2CC[C@H](NC(=O)c3ccncc3)[C@@H](CO)O2)nn1	0.0
C[C@@H]1CN([C@H](C)CO)C(=O)c2cc(NS(=O)(=O)c3cccs3)ccc2O[C@@H]1CN(C)Cc1ccc(Cl)c(Cl)c1	0.2
CNC[C@H]1Oc2ccc(NC(=O)Nc3ccccc3)cc2CC(=O)N([C@@H](C)CO)C[C@H]1C	-0.1
COc1ccccc1C#Cc1ccc([C@@H]2[C@H]3CN(C(=O)C4CCCC4)CCCCN3[C@H]2CO)cc1	0.6
O=C(Nc1ccccc1F)N1C[C@H]2[C@@H](c3ccccc31)[C@@H](CO)N2C(=O)C1CCCC1	-8.6
COc1ccc(CN(C)C[C@@H]2Oc3ccc(NC(=O)C4CCCCC4)cc3C(=O)N([C@@H](C)CO)C[C@H]2C)cc1	-1.0
C[C@@H]1CN([C@H](C)CO)C(=O)c2cc(NS(=O)(=O)c3cn(C)cn3)ccc2O[C@@H](C)CCCCO[C@H]1CN(C)S(=O)(=O)c1cccs1	-0.6
COc1ccc(CN(C)C[C@@H]2Oc3ccc(N(C)C)cc3CC(=O)N([C@@H](C)CO)C[C@H]2C)cc1	-11.7
O=C(C[C@H]1CC[C@H](NC(=O)Cc2ccccn2)[C@H](CO)O1)NCCCN1CCOCC1	0.6
C[C@@H]1CCCCO[C@@H](CN(C)C(=O)Nc2ccc(F)cc2)[C@@H](C)CN([C@H](C)CO)C(=O)c2cc(NC(=O)c3ccccc3)ccc2O1	-1.1
COc1cccc(NC(=O)N[C@@H]2CC[C@H](CC(=O)NCc3ccncn3)O[C@@H]2CO)c1	0.0

(more compounds)
SMILES	TcdB inh
Cc1ccc(S(=O)(=O)N(C)C[C@@H]2OCCCC[C@@H](C)Oc3ccc(NC(=O)CCCN(C)C)cc3C(=O)N([C@H](C)CO)C[C@H]2C)cc1	1.4
C[C@H](CO)N1C[C@H](C)[C@H](CN(C)S(=O)(=O)CC(F)(F)F)OCc2ccccc2-c2c(n(C)c3ccccc23)C1=O	1.2
C[C@H]1CN([C@@H](C)CO)S(=O)(=O)c2ccc(/C=C/c3ccccc3)cc2O[C@@H]1CN(C)C(=O)c1ccncc1	0.1
CCCNC(=O)N(C)C[C@H]1Oc2ncc(-c3ccccc3F)cc2C(=O)N([C@@H](C)CO)C[C@H]1C	1.1
O=C(C[C@H]1C=C[C@@H](NC(=O)Nc2cc(F)ccc2F)[C@H](CO)O1)NCCCN1CCOCC1	-0.1
C[C@@H]1CN([C@H](C)CO)C(=O)c2cccc(NS(C)(=O)=O)c2O[C@@H]1CN(C)Cc1ccc(Oc2ccccc2)cc1	-1.1
OC[C@H]1[C@H](c2ccc(C#CC3CC3)cc2)[C@H]2CN(CCC(F)(F)F)CCCCN21	-0.2
C[C@@H]1CN([C@@H](C)CO)C(=O)c2cc(NC(=O)Cn3cnnn3)ccc2O[C@H]1CN(C)C(=O)Nc1ccc(F)cc1	-0.3
CC(C)C#Cc1cnc2c(c1)C(=O)N([C@@H](C)CO)C[C@H](C)[C@H](CN(C)C(=O)Nc1cc(F)ccc1F)O2	-0.6
